Source: PubChem BioAssay (The Scripps Research Institute Molecular Screening Center)
NOTCH agonist: agonists of NOTCH signaling. NOTCH signaling luciferase reporter cells, luminescence. actives 0.4% (n = 15,000). activation, % at 2.5 µM; in the data active = activation above about 2.2%
rat GALR2 ag: agonists of rat galanin receptor 2 (GALR2); Galanin receptor type 2 (Rattus norvegicus), O08726; cell-based GALR2 agonist screen; activation, % at 10 µM; actives 0.5% (n = 16,000); AID 833, 2007; in the data active = activation above about 15%
Target sequence (O08726 whole entry, looked up): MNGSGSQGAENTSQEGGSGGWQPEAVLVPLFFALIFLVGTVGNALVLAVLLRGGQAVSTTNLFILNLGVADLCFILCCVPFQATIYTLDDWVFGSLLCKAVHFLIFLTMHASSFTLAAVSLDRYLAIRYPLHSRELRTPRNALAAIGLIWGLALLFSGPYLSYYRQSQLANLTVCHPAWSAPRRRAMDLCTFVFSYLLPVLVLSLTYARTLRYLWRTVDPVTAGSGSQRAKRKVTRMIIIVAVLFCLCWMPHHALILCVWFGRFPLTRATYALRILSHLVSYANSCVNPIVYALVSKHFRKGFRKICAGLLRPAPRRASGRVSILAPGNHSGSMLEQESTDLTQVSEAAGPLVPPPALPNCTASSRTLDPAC
Luminol counter: counter-screen for Nox1 inhibitors: inhibitors of luminol chemiluminescence | HRP/luminol/H2O2 chemiluminescence counterscreen | actives 0.4% (n = 16,000) | inhibition, % at 6.7 µM; note: reference of the scale not given here
S1P1 agonist: activates the human S1P1 receptor; AID 1044, 2008; activation, % at 4.5 µM; S1P1 agonist cell-based reporter assay; actives 1.5% (n = 16,000); Sphingosine 1-phosphate receptor 1 (Homo sapiens), P21453; in the data active = activation above about 80%
TLR4 MyD88 blk: inhibitors of human TLR4-MyD88 binding. Toll-like receptor 4 (Homo sapiens), O00206. Cell-based TLR4-MyD88 binding inhibition assay. inhibition, % at 10 µM. actives 0.06% (n = 16,000); in the data active = inhibition above about 45%
PME-1 Maybr inh: inhibitors of human PME-1 in Maybridge library; Protein phosphatase methylesterase 1 (Homo sapiens), Q9Y570; recombinant PME-1, FP-Rh probe fluorescence polarization; inhibition, % at 9 µM; AID 2291, 2010; actives 0.5% (n = 16,000); in the data active = inhibition above about 30%
Target sequence (Q9Y570 whole entry, looked up): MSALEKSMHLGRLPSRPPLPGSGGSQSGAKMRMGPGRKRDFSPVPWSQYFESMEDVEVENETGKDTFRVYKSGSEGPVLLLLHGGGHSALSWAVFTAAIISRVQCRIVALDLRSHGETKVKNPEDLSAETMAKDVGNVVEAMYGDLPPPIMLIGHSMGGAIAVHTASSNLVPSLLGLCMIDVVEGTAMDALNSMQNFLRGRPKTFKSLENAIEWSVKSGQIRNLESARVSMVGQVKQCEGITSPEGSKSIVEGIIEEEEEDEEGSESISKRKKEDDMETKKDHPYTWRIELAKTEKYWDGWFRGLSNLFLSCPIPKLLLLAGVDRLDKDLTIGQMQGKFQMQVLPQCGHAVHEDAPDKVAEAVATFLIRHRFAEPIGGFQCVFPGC
Nox1 inh: inhibitors of human NADPH oxidase 1 (Nox1); inhibition, % at 6.7 µM; actives 0.81% (n = 16,000); AID 1792, 2009; HT29 cells, luminol chemiluminescence ROS
OPRK1 antag MB: antagonists of human kappa opioid receptor OPRK1, Maybridge library | Kappa-type opioid receptor (Homo sapiens), P41145 | OPRK1 cells, antagonist mode, fluorescence readout | inhibition, % at 9 µM | actives 0.4% (n = 16,000) | AID 652031, 2013; in the data active = inhibition above about 50%
An asterisk follows results filed as active; · = not tested or not shown. Cut-off read from the data, not from the text of the source, unless noted: active = inhibition above about 75%; inactive = the rest. Outcome played no part in choosing rows; overall some 4.3% were active at least once.

Molecule	NOTCH agonist	rat GALR2 ag	Luminol counter	S1P1 agonist	TLR4 MyD88 blk	PME-1 Maybr inh	Nox1 inh	OPRK1 antag MB
CC(=O)c1sccc1NC(=O)CCC(=O)O	-0.1	-4.1	-3.9	-13.9	-8.0	2.8	-4.8	-5.1
c1ccc(CSC23CC4CC(CC(C4)C2)C3)cc1	0.0	-5.0	2.5	-9.8	0.9	2.5	-33.3	16.8
O=C(O)c1ccc(Oc2ccc([N+](=O)[O-])cc2)cc1C(=O)O	-0.7	-3.1	-0.5	0.0	·	1.5	-18.5	-5.9
Cc1c(C)c(C)c(C(C)O)c(C)c1C (stereo not drawn)	-0.1	-3.0	3.7	2.0	-7.6	-2.2	-36.8	18.7
Cc1nc2ccc(F)cc2c2c1COC2	-0.5	-5.7	-4.5	-12.3	-1.2	2.7	-16.5	13.2
O=C(Nc1ccccc1N1CCOCC1)c1ccnc(N2CCC(O)(c3ccc(Cl)cc3)CC2)c1	0.0	-5.3	-0.9	-12.6	-1.8	-0.5	-26.3	-1.7
CSC1=N/C(=C\c2ccccc2O)C(=O)N1Cc1ccc(Cl)cc1	-5.3	-7.6	-2.8	-19.0	-8.2	-3.5	-48.5	13.1
COC(=O)/C=c1\sc2nc3ccccc3n2c1=O	-0.7	-5.2	-4.2	-5.8	0.2	0.9	-30.4	-8.5
CC(C)OC(=O)Cc1csc(-c2ccc(Oc3ccc(C(F)(F)F)cn3)cc2)n1	·	-8.4	-5.5	-2.9	-3.5	-4.6	-34.4	-3.8
O=S(=O)(Nc1ccccc1SCc1cccc(Cl)c1F)c1cccc2nonc12	-0.6	-5.0	1.8	10.3	-2.9	21.6	-38.6	0.9
O=C(Nc1cccc(F)c1C(=O)Nc1ccc(F)c(Cl)c1)c1cccs1	0.1	-6.2	-2.8	-19.9	-15.7	6.2	-8.3	10.0
CC(C)(CC(=O)O)CC(=O)NC1CCCCNC1=O (stereo not drawn)	0.8	-3.1	-2.9	0.5	2.2	2.9	-8.4	14.9
c1cnc2sc(-n3cccc3)nc2c1	-0.4	-7.9	2.6	0.7	4.6	-2.8	8.4	12.9
CC(=O)c1sc(-c2ccsc2)nc1C	-0.4	-2.7	1.9	-6.2	-1.3	-1.2	-44.8	-0.5
Cc1c(C(=O)CSc2n[nH]c(=O)n2-c2cccnc2)sc2ccc(Cl)cc12	-0.2	-7.8	8.5	0.1	4.0	-12.4	4.3	-7.6
O=S(=O)(Cc1ccc(Cl)cc1)NCc1csc(-c2cccs2)n1	-0.3	-2.8	-5.2	0.8	-2.6	6.5	13.0	-3.7
O=C(CSCCS(=O)(=O)c1ccccc1)NNC(=O)c1ccccc1Cl	0.0	-6.0	-2.2	9.7	3.9	4.6	-47.0	-12.2
O=C(CCCCCN1C(=O)c2cccc3cccc(c23)C1=O)Oc1ccc2c3c(c(=O)oc2c1)CCC3	0.7	4.6	-30.3	20.7	-1.6	2.3	23.2	16.0
CCOC(=O)C1=C(CC(=O)Nc2ccc(OC)cc2)C(=O)N(c2ccc(F)cc2)C1C (stereo not drawn)	-0.8	0.6	-9.3	7.2	-2.8	3.2	29.9	-1.1
C=CCOc1cc(=O)[nH]c2ccccc12	-0.3	-8.7	1.9	1.2	14.0	-0.5	-62.2	10.6
COC(=O)COc1c(C)[nH]ccc1=O	-0.2	3.1	-2.1	-6.3	-4.1	0.8	-11.6	16.6
Cc1cc(C)c(C(=O)Nc2cccnc2)c(CC(C)(C)C(=O)O)c1	-0.5	-6.0	-1.4	81.7*	1.9	6.6	40.7	13.5
CCOC(=O)c1c(NS(=O)(=O)c2cccc3nsnc23)sc(C)c1C	-0.4	-6.0	3.4	116.8*	-17.3	0.1	-1.6	-23.1
CC(CCC(=O)NCC(=O)O)C1CCC2C3C(O)CC4CC(O)CCC4(C)C3CCC12C (stereo not drawn)	0.0	-0.5	-0.1	-19.7	1.6	6.2	-85.0	-0.4
O=C(/C=C/c1ccc(OC(F)(F)F)cc1)NCc1ccco1	-0.1	-5.1	-0.5	-1.4	-2.4	-11.6	-2.9	-1.8
O=C(NCc1cccnc1)c1ccc([N+](=O)[O-])o1	-0.7	-1.3	-0.1	2.3	-3.0	-1.7	-83.5	11.7
COC(=O)C(C(=O)OC)c1ccc(Cl)cc1[N+](=O)[O-]	-0.2	-7.6	4.1	-3.9	2.7	-1.0	-3.2	13.9
Cc1cc(C)cc(NC(=O)Oc2ccccc2N2CCCCC2)c1	0.0	-7.4	-0.9	0.1	-4.5	2.8	3.1	-2.4
Cc1cc(Sc2nnc(C(F)(F)F)n2C)c([N+](=O)[O-])cc1[N+](=O)[O-]	-0.4	-4.6	-3.4	-9.9	-32.3	5.6	18.6	-3.5
CNC(=S)NNC(=O)c1ccccn1	·	-7.3	53.0	-1.7	5.4	0.5	86.9*	-3.1

Whole records as entered above:
`O=S(=O)(Nc1ccccc1SCc1cccc(Cl)c1F)c1cccc2nonc12` in the list: NOTCH agonist = -0.6; rat GALR2 ag = -5.0; Luminol counter = 1.8; S1P1 agonist = 10.3; TLR4 MyD88 blk = -2.9; PME-1 Maybr inh = 21.6; Nox1 inh = -38.6; OPRK1 antag MB = 0.9
`Cc1cc(Sc2nnc(C(F)(F)F)n2C)c([N+](=O)[O-])cc1[N+](=O)[O-]` in the list: NOTCH agonist = -0.4; rat GALR2 ag = -4.6; Luminol counter = -3.4; S1P1 agonist = -9.9; TLR4 MyD88 blk = -32.3; PME-1 Maybr inh = 5.6; Nox1 inh = 18.6; OPRK1 antag MB = -3.5

(listing goes on)
Molecule	NOTCH agonist	rat GALR2 ag	Luminol counter	S1P1 agonist	TLR4 MyD88 blk	PME-1 Maybr inh	Nox1 inh	OPRK1 antag MB
Cn1nc(NC(=O)COCC(=O)O)c2c(F)cccc21	0.1	1.5	-7.0	9.8	1.1	7.2	24.8	17.6
CCO/C(C)=C(\C#N)C(N)=S	-0.6	2.8	2.6	-1.8	6.1	0.3	-58.9	13.5
CCOC(=O)c1oc(C(=O)OCC)c(O)c1O	-0.1	-8.2	4.7	-12.9	-0.5	0.7	-28.8	13.0
CSc1nnc(SCC(N)=S)s1	0.2	-5.2	2.6	-2.2	3.5	0.6	-33.0	13.6
CC(C)n1nnc2cc(C(=O)Nc3ccc(Cl)cc3)ccc21	0.0	2.0	1.5	-2.0	4.4	-2.4	-7.5	-1.6
CC(=O)c1ccc(C#CCOC(=O)Nc2ccccc2)s1	-0.9	-4.9	1.6	10.0	-153.8	-0.8	-55.8	-1.9
Cc1cc(C(=O)O)oc(=O)c1	0.1	-6.2	-0.8	-9.7	9.7	1.0	-15.2	3.4
O=C1CSC(=NC2CC2)N1Cc1cccs1	0.0	-0.3	-1.2	-7.3	6.0	3.3	-35.1	-8.9
O=c1sc(-c2ccccc2)nc(O)c1Cc1ccccc1	0.2	1.7	2.6	-10.1	3.6	-0.3	-41.6	9.2
N#CC(CO)Cc1ccc(N2CCCCC2)c([N+](=O)[O-])c1 (stereo not drawn)	-0.3	-2.1	-0.3	-7.9	10.3	0.2	-20.0	-10.0
O=C(Nc1ccc(Cl)cc1)OCCOCc1c(F)cccc1Cl	0.0	-6.0	-1.4	-1.9	4.3	-0.6	-50.9	-14.3
COc1c(C(=O)O/N=C/c2c(Cl)cccc2Cl)csc1Cl	-1.0	-4.3	-6.9	13.2	7.8	4.1	-15.2	7.3
O=C1c2cccc3cc([N+](=O)[O-])cc(c23)C(=O)N1Cc1ccccc1	-0.8	-5.5	-1.4	-6.3	-6.5	3.0	1.9	-17.6
O=C(Nc1nnn(-c2ccc([N+](=O)[O-])cc2)c1-c1ccccc1)N1CCOCC1	0.3	-2.9	-1.9	-16.8	2.1	4.9	-38.9	-15.5
Cc1cccc(-c2noc(NC(=O)O/N=C/c3ccccc3)n2)c1	0.1	-3.5	2.2	-4.6	5.9	-5.1	-33.9	7.2
CC1(C)Cc2cccc(C(=O)N3CCC(c4c[nH]c5ccccc45)CC3)c2O1	-0.9	-6.6	-1.6	75.2	-6.3	22.7	-1.6	-1.5
COc1ccc(OCCNC(=O)c2c(F)cccc2Cl)cc1	-0.9	-6.9	-7.5	3.8	3.3	3.9	-16.4	3.1
Cc1csc2ncnc(NCCc3ccc(Cl)cc3)c12	-6.2	-8.4	-4.0	101.5*	-1.8	5.6	8.2	-6.2
N#Cc1ccc(CO/N=C(\N)c2ccc(Cl)cc2)cc1	-0.2	-6.8	-8.5	2.7	-5.0	7.9	-21.7	7.3
Cn1ncc(C(N)=O)c1[N+](=O)[O-]	-0.1	0.4	-3.3	-2.7	-7.4	3.8	22.2	21.0
N#CCCN1CCCN(CCC#N)CCN(CCC#N)CCCN(CCC#N)CC1	-0.5	-6.0	2.3	1.4	1.3	-2.5	-40.5	27.8
CC(C)(C)NC(=S)N/N=C1/CCCc2occc21	-0.5	-3.8	6.8	-2.9	-2.1	7.6	-43.9	-9.5
Clc1ccc(Sc2ncnc3ccsc23)cc1	0.0	-2.6	-2.2	18.0	-5.5	2.9	6.7	3.7
CCOc1ccccc1N1CCN(C(=O)c2cc3c(C)cc(C)cc3[nH]2)CC1	-0.6	-8.1	-4.2	-27.8	-12.0	7.1	-8.7	-25.3
Cc1cc(-n2[nH]nnc2=S)ccc1F	0.6	-6.9	32.6	1.0	9.9	0.6	-9.2	6.6
CC(=O)c1csc(-c2ccc(C(F)(F)F)cc2)n1	0.2	-2.8	-6.8	13.6	11.2	4.2	21.4	13.0
O=c1n(-c2ccc(F)cc2)nc2n1CCCN2	-0.2	3.6	2.4	14.5	7.2	-1.9	-69.7	9.2
NC(=O)c1cccc(C(N)=O)c1F	-0.2	-5.5	-1.0	2.3	1.5	-2.6	-9.5	4.4
CCc1c(O)c2ccccc2n(C)c1=O	-0.2	-4.3	27.3	-2.5	-3.6	-0.7	-27.0	-12.7
CNC(=O)C(C)NC(=O)OC(C)(C)C (stereo not drawn)	-0.4	-5.5	-6.2	-0.2	-8.7	5.6	5.8	19.1

Taken from above:
Result for N#CCCN1CCCN(CCC#N)CCN(CCC#N)CCCN(CCC#N)CC1 under PME-1 Maybr inh: -2.5
Result for CCOc1ccccc1N1CCN(C(=O)c2cc3c(C)cc(C)cc3[nH]2)CC1 under S1P1 agonist: -27.8
Result for CNC(=O)C(C)NC(=O)OC(C)(C)C (stereo not drawn) under rat GALR2 ag: -5.5

Returning to the listing, repeating the 2 entries before the break.
Molecule	NOTCH agonist	rat GALR2 ag	Luminol counter	S1P1 agonist	TLR4 MyD88 blk	PME-1 Maybr inh	Nox1 inh	OPRK1 antag MB
CCc1c(O)c2ccccc2n(C)c1=O	-0.2	-4.3	27.3	-2.5	-3.6	-0.7	-27.0	-12.7
CNC(=O)C(C)NC(=O)OC(C)(C)C (stereo not drawn)	-0.4	-5.5	-6.2	-0.2	-8.7	5.6	5.8	19.1
OC(c1ccccn1)c1c[nH]c2ccccc12 (stereo not drawn)	0.1	-7.7	-9.0	5.7	13.2	5.0	20.8	17.7
COC(=O)c1sc(N2CCOCC2)c(C#N)c1N	0.3	-6.1	19.2	0.6	-0.1	-2.9	-56.5	36.8
c1ccc2c3c([nH]c2c1)CCCCCC3	-0.2	-8.7	0.8	-3.2	0.1	0.1	-61.3	13.6
O=C(Cc1ccc([N+](=O)[O-])cc1)NC1CCCCCCC1	-0.8	-9.8	-3.3	-19.7	-5.4	3.0	-15.2	-9.6
COc1cc(NC(=S)NC(=O)c2ccccc2)c(OC)cc1Cl	-5.3	2.4	-2.4	-15.2	-4.6	-2.7	-35.6	-2.5
COc1ccc(NC(=O)CSCc2c(C)c(C)c(C)c(C)c2C)cc1	-0.5	2.1	2.1	-8.5	1.5	-1.7	-0.7	16.3
c1ccc(-c2cnsc2-c2ccccc2)cc1	-0.7	-1.5	-6.3	42.6	-0.6	6.5	22.0	11.9
O=C(CCC(=O)N1CCc2ccccc21)Nc1ccc(I)cc1	-0.3	-3.3	2.3	-3.8	-4.7	-6.4	-26.4	-12.8
Cn1ccc(-c2cccc(NC(=O)Nc3ccccc3)c2)n1	0.2	-5.5	5.2	32.3	-7.2	-0.8	-31.3	2.6
OC(COc1ccc2c(c1)OCO2)CN1CCCN(c2nc3ccc(Cl)cc3s2)CC1 (stereo not drawn)	-0.5	-6.8	3.2	20.0	-4.8	4.6	-22.7	-4.9
CCOC(=O)C(NC(C)=O)(OC)C(F)(F)F (stereo not drawn)	0.1	-8.2	-2.9	0.9	-5.5	3.0	-3.5	15.9
N#CCCN(CCCN1CCOCC1)C(=S)Nc1ccc(Cl)cc1	-0.1	-6.4	0.8	-17.4	1.5	-0.4	-2.1	-1.4
Nc1ccc(C(=O)Oc2ccc(Oc3ccccc3)cc2)cc1	-0.3	-5.3	1.5	70.2	-6.4	-1.0	-21.9	5.8
